# Source: PubChem BioAssay
# HKDC1 inh = HKDC1 (human) hexokinase inhibition | 340,000 compounds, 0.16% hits | recombinant HKDC1, G6PDH/diaphorase resazurin coupled fluorescence | inhibition, % at 20 µM;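 active = inhibition above about 35% when tested at 20 µM, limit read from the data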;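 also: plate controls were DMSO wells with enzyme for no effect and DMSO wells lacking enzyme for full effect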
#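 Test system: HK5 enzyme. Quantity: 5 µg/mL HK5 final. Reagent: glucose and ATP substrates. Schedule: 90 min reaction incubation at room temperature, dark. Technique: resazurin-to-resorufin fluorescence via G6PDH and diaphorase coupling, 525/613 nm. Control set: DMSO wells with and without enzyme mix.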
# SENP8 block-1 = SENP8 (human) protease inhibition. 360,000 compounds, 0.64% hits. recombinant SENP8, Nedd8 substrate fluorescence. Q96LD8. inhibition, % at 20 µM. AID 602440; in the data active = inhibition mostly above about 40%, no sharp cut-off; inactive = mostly below about 27%
# Target sequence (Q96LD8 whole entry, looked up): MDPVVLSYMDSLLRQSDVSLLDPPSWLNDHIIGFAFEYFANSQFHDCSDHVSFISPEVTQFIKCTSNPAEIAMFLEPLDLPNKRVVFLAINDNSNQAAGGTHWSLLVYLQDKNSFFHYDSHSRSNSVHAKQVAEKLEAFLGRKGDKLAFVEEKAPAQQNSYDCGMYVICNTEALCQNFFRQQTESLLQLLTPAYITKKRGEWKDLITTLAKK
# SENP8 block-2 = SENP8 protease inhibition; Q96LD8; purified SENP8, Z-RLRGG-aminoluciferin cleavage, luminescence; inhibition, % at 10 µM; 330,000 compounds, 1.2% hits; AID 2540; in the data active = inhibition above about 50%
# UBC13 inh = human UBC13 polyubiquitination inhibition; AID 485273; 330,000 compounds, 0.47% hits; UBC13 polyubiquitin chain formation, TR-FRET; inhibition, % at 20 µM; in the data active = inhibition above about 45%, passing the limit was not always enough
# Target sequence (P61088 whole entry, looked up): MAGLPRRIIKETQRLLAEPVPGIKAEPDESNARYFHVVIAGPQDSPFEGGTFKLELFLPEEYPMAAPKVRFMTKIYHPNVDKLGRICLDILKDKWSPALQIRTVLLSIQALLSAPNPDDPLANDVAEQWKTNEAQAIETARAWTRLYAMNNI
# SENP1 inh = SENP1 (human) catalytic domain inhibition; inhibition, % at 10 µM; recombinant SENP1 catalytic domain, CyPet-SUMO1-YPet FRET cleavage; 360,000 compounds, 0.21% hits;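 active = inhibition at least 30% at 10 µM, raw YFP signal under a set limit, fluorescence ratio 0.5 to 1.5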;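 also: 0% = enzyme with DMSO and 100% = no enzyme wells; some results filed as inactive read as strong as hits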
# Target sequence (Q9P0U3 419-644 limits assumed): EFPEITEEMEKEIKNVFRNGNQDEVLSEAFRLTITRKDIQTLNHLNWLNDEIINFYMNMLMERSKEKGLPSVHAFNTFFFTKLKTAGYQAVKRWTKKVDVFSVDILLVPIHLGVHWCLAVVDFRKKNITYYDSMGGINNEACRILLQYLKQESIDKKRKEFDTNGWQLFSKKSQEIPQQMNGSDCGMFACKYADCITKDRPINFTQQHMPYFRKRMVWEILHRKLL
#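 Assay system: hSENP1 catalytic domain, recombinant. Amount: SENP1 enzyme, 20 pM final. Schedule: 50 min reaction, RT, dark. Technique: FRET, CFP and YFP emission. Control set: no-enzyme wells low, DMSO-plus-enzyme wells high control.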
# beta cell repl = MIN6 beta-cell proliferation induction; MIN6 cells proliferation, ATPlite luminescence, 48 h; cells starved in 0.2% serum; 100% = growth in 10% serum; proliferation, % at 10 µM; 330,000 compounds, 0.29% hits; AID 2380;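 active = compounds whose signal lies at least 3.5 SD above the mean of all wells on their plate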;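 also: 0% = DMSO-treated cells in low-serum medium and 100% = 10% serum control; some compounds called inactive have numbers as strong as hits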
# SENP6 block = blocks the human protease SENP6 | Recombinant SENP6 catalytic domain, aminoluciferin luminescence | inhibition, % at 10 µM | 330,000 compounds, 1.8% hits | AID 2599;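 active = inhibition above about 50% at the single tested dose, limit read from the data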;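 also: plate controls were DMSO wells with enzyme for no effect and DMSO wells lacking enzyme for full effect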
# PfGluPho inh = PfG6PD (Plasmodium falciparum) enzyme inhibition. inhibition, % at 20 µM. 350,000 compounds, 0.78% hits. PfGluPho enzyme, NADPH resazurin-diaphorase fluorescence. AID 504690;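 active = inhibition reaching at least a set limit at 20 µM in the primary screen, cut at about 59% in these data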;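 also: 0% = DMSO wells with substrate and 100% = DMSO wells lacking glucose-6-phosphate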
# SENP7 inh = SENP7 protease inhibition | Q9BQF6 | recombinant SENP7, Z-RLRGG-aminoluciferin luminescence, 40 min | inhibition, % at 5 µM | 330,000 compounds, 1.5% hits;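 active = inhibition above about 50% at the single test dose, limit read from the data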;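 also: plate controls were DMSO with enzyme for no effect and no enzyme buffer wells for full effect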
# Target sequence (Q9BQF6 706-1050 limits assumed): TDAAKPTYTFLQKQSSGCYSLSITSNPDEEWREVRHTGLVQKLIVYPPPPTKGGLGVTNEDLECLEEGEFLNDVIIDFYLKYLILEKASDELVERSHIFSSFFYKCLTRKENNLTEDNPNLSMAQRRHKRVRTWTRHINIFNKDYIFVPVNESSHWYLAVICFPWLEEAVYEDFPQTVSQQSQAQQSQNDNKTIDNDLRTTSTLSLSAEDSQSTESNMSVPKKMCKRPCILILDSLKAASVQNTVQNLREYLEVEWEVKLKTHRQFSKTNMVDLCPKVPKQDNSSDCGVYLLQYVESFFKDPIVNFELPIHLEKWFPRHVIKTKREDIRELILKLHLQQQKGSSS
# Starred values were filed as active, the others as inactive; x = not tested or not shown.
nr	smiles	HKDC1 inh	SENP8 block-1	SENP8 block-2	UBC13 inh	SENP1 inh	beta cell repl	SENP6 block	PfGluPho inh	SENP7 inh
1	O=C(OCC(=O)N1CCCc2ccccc21)c1cc(S(=O)(=O)N2CCOCC2)ccc1Cl	-4.3	3.9	6.2	-5.5	-3.3	3.5	9.6	2.8	-9.4
2	CCCCN(Cc1ccco1)S(=O)(=O)c1csc(C(N)=O)c1	-2.4	15.0	-2.7	-11.8	0.0	0.7	-27.2	0.3	4.2
3	COc1cccc(C(=O)C2CCCN(C(=O)CCc3scnc3C)C2)c1 (stereo not given)	2.4	6.9	0.2	0.2	1.6	-2.1	25.7	-7.5	8.3
4	O=C(NC(=S)N(Cc1ccccc1)Cc1ccccc1)c1ccccc1F	-4.9	13.9	1.7	19.6	1.7	-6.1	9.4	-22.3	4.2
5	CC(C)(NO)/C(=N/O)c1ccc(Br)cc1	-2.1	5.5	-2.7	-7.3	-0.3	-1.3	-7.0	4.8	-2.5
6	O=C(NCCCN1CCOCC1)c1cc2ccccc2oc1=O	2.6	-100.4	5.4	-6.9	-3.7	0.2	4.3	-5.5	1.3
7	COc1ccc(C(=O)NCCCNC(=O)c2ccccn2)cc1Br	-0.8	12.1	5.7	-7.2	0.1	-0.8	0.0	12.0	-1.0
8	COc1cc2c(cc1OC)C(c1ccccc1)N(C(=O)c1ccco1)CC2 (stereo not given)	-5.2	12.4	-13.9	5.7	0.4	-1.7	-15.6	-13.7	-17.2
9	C[C@H](NC(=O)c1[nH]cnc1C(=O)Nc1ccccc1)c1ccccc1	-3.6	14.6	4.3	6.3	1.3	-7.3	-1.9	19.8	-6.7
10	O=C(NCCCc1ccccc1)c1ccc([N+](=O)[O-])cc1Cl	4.2	13.1	-2.7	5.7	-0.1	-2.6	8.8	12.0	-6.7
11	O=C(NC1CCCCCC1)C1C2C=CC3(CN(Cc4cccnc4)C(=O)C13)O2 (stereo not given)	-4.1	9.8	-9.2	-5.6	1.8	-3.2	-3.8	-5.0	-3.5
12	CCCNS(=O)(=O)c1ccc(CCC(=O)N2CCN(c3ccc(F)cc3)CC2)cc1	2.0	21.4	0.3	0.6	-3.1	0.0	3.4	4.2	4.2
13	COc1ccc(NC(=O)c2ccccc2SC)cc1OC	2.3	19.4	-4.6	4.2	2.9	0.3	-2.4	-4.7	-0.6
14	CC[C@@H](C)[C@@H]1CN([C@@H](CN2CCC[C@H]2CN2C(N)=NC[C@H]2CC(C)C)C(C)C)C(=N)N1CCc1ccc(Cl)c(Cl)c1	-6.0	21.2	-3.1	73.1*	-0.9	-4.0	12.2	8.2	8.6
15	O=C(c1ccc2ccccc2n1)N1CCN(S(=O)(=O)c2ccccc2)CC1	-4.6	3.0	0.6	-0.4	1.2	-0.1	10.6	0.7	6.8
16	CCOC(=O)N1CCN(C(=O)C2CCN(Cc3ccc(OC)cc3OC)CC2)CC1	-6.4	15.1	1.7	2.0	2.1	0.0	-4.9	1.6	4.5
17	CCCn1c2ccc(/C(C)=N\O)cc2c2cc(/C(C)=N/O)ccc21	3.3	-168.3	-3.0	12.4	0.8	-2.1	-0.6	45.9	-3.9
18	O=C(COc1ccc(F)cc1)N/N=C/c1cccc2cccnc12	-9.1	4.7	-9.2	-2.9	1.8	-5.5	-5.2	-7.0	-1.0
19	O=C(CN1C(=O)COc2ccc(Cl)cc21)Nc1ccccn1	-0.8	1.8	0.2	1.3	-1.4	-1.8	-9.0	-9.2	-8.1
20	Cc1cc(OCC(=O)NCCc2ccc(S(N)(=O)=O)cc2)c2c(C)c(C)c(=O)oc2c1	-3.7	-211.2	1.6	16.8	1.5	-1.0	-11.0	-10.8	-0.4
21	O=S(=O)(Cc1ccccc1)NCC1CCCO1 (stereo not given)	-8.8	1.7	-9.1	-0.2	-0.4	-0.1	-20.9	-15.9	-11.4
22	Cc1ccc(S(=O)(=O)NC2=C(N3CCN(Cc4ccccc4)CC3)C(=O)c3ccccc3C2=O)cc1	5.7	39.3*	-5.9	-20.0	-10.7	0.0	5.5	6.7	-2.1
23	CCC(NS(=O)(=O)c1ccc2c(c1)Cc1cc(S(=O)(=O)NC(CC)C(=O)O)ccc1-2)C(=O)O (stereo not given)	1.1	9.0	-15.1	-10.9	-1.2	-2.8	-7.9	-28.6	8.6
24	Cc1cc(C)c(C)c(S(=O)(=O)N2CCC(C(=O)Nc3ccncc3)CC2)c1C	-3.6	9.2	-1.8	13.3	1.8	-3.2	0.2	-26.8	5.6
25	Cc1cccc(NC(=O)CSc2nnc(-c3ccncc3)n2CC2CCCO2)c1 (stereo not given)	-6.1	7.2	1.4	6.7	2.1	3.2	-23.7	-8.9	-1.4
26	COC(=O)NC1CCC(NC(=O)OC)CC1 (stereo not given)	-9.0	13.1	0.7	6.4	0.3	0.4	-0.2	-10.1	-1.4
27	COc1ccc(-n2nc3c(c2NC(=O)C(C)Oc2ccccc2)CS(=O)C3)cc1 (stereo not given)	5.9	3.8	-2.5	-0.8	-1.0	2.1	-7.8	-7.0	-2.0
28	CCN(CC(=O)NCC(=O)Nc1cccc(C)c1C)Cc1ccccc1	-0.1	0.9	2.1	6.2	-0.6	2.9	-4.6	-1.8	1.5
29	O=C(CCC1CCCN(C(=O)c2cc3ccccc3o2)C1)NCc1ccc(F)c(F)c1 (stereo not given)	-2.0	11.3	x	x	3.1	x	x	5.4	x
30	CCCN(CC(=O)Nc1ccccc1OC)C(=O)c1ccc(COc2ccccc2)o1	-0.5	6.3	2.5	7.3	0.3	-0.9	8.8	5.3	1.8

# Record cards, as listed above. Order of values: HKDC1 inh, SENP8 block-1, SENP8 block-2, UBC13 inh, SENP1 inh, beta cell repl, SENP6 block, PfGluPho inh, SENP7 inh
# Results for CC[C@@H](C)[C@@H]1CN([C@@H](CN2CCC[C@H]2CN2C(N)=NC[C@H]2CC(C)C)C(C)C)C(=N)N1CCc1ccc(Cl)c(Cl)c1 : -6.0, 21.2, -3.1, 73.1*, -0.9, -4.0, 12.2, 8.2, 8.6
# Results for O=S(=O)(Cc1ccccc1)NCC1CCCO1 (stereo not given) : -8.8, 1.7, -9.1, -0.2, -0.4, -0.1, -20.9, -15.9, -11.4

# The listing picks up; the 2 compounds before the break are reprinted first.
nr	smiles	HKDC1 inh	SENP8 block-1	SENP8 block-2	UBC13 inh	SENP1 inh	beta cell repl	SENP6 block	PfGluPho inh	SENP7 inh
29	O=C(CCC1CCCN(C(=O)c2cc3ccccc3o2)C1)NCc1ccc(F)c(F)c1 (stereo not given)	-2.0	11.3	x	x	3.1	x	x	5.4	x
30	CCCN(CC(=O)Nc1ccccc1OC)C(=O)c1ccc(COc2ccccc2)o1	-0.5	6.3	2.5	7.3	0.3	-0.9	8.8	5.3	1.8
31	C/C(=N\NC(=O)C1CC1c1ccccc1)c1cccs1 (stereo not given)	12.2	13.2	5.5	-0.5	1.5	-0.5	-6.5	-5.2	5.9
32	O=C(OC1CCOC1=O)c1ccc(S(=O)(=O)N2CCCCCC2)cc1 (stereo not given)	-3.1	-1.3	-12.6	2.2	3.5	-0.6	-12.1	-16.4	-5.7
33	CC(C)N1CCN(Cc2cccc3nonc23)CC1CCO (stereo not given)	-1.8	6.1	5.5	1.6	2.0	-1.6	9.2	3.5	-4.5
34	c1ccc(Cc2nc3ccccc3s2)cc1	-3.7	5.0	x	x	11.3	x	x	56.1	x
35	Cc1cc2oc(C(=O)Nc3nonc3C)c(C)c2cc1Cl	-5.7	-0.3	-5.9	-3.4	0.8	-3.6	-0.8	-16.3	2.1
36	CC(=O)/C(=N\Nc1ccc(Cl)cc1Cl)Sc1cccc2cccnc12	-40.8	12.9	-11.4	-20.2	1.0	0.0	-17.7	28.1	-4.0
37	Cn1c(=O)cc(SCC(=O)NCCCN2CCN(c3ccccc3F)CC2)c2ccccc21	-2.3	6.0	2.2	36.9	0.6	2.1	-4.4	7.6	-3.7
38	CCOC(=O)CCCCC(=O)c1[nH]c(=O)[nH]c1CSCCO	-7.0	13.2	-2.3	-1.5	-0.8	-0.1	6.9	0.4	14.0
39	COc1cccc(CC(=O)Nc2cc(C(F)(F)F)ccc2N2CCCC2)c1	-3.3	-29.2	-0.3	4.3	-37.7	0.6	-2.9	4.8	-4.8
40	NS(=O)(=O)c1ccc(CCNS(=O)(=O)c2ccc3c(c2)NC(=O)CO3)cc1	-1.7	10.8	-0.8	2.0	0.5	-0.1	8.8	-4.8	-1.3
41	CSCC(=O)N1CCCC(CNC(=O)c2ccc(-c3ccccc3)cc2)C1 (stereo not given)	4.0	18.0	0.3	26.7	1.8	0.4	-14.7	2.5	3.7
42	Cc1n[nH]c(=S)n1/N=C/c1c(O)ccc2ccccc12	13.9	7.4	-10.5	-10.7	-127.1	-3.5	-26.2	36.2	6.0
43	O=C(CNC(=O)c1ccc(Cl)c([N+](=O)[O-])c1)NCC1CCCO1 (stereo not given)	0.8	7.3	7.3	-9.0	-1.0	0.6	-12.7	3.7	-0.9
44	CCc1nnc(NS(=O)(=O)c2ccc(NC(=S)Nc3ccc(F)cc3)cc2)s1	-4.1	9.2	-1.4	-3.5	0.7	-2.6	-17.7	9.2	6.7
45	CCN(CC)C(=O)Cn1nc(C)c2ccccc2c1=O	1.1	13.2	4.5	1.3	0.6	2.8	-7.3	-12.4	2.0
46	CC(=O)NCCCNc1ccc([N+](=O)[O-])cc1	-2.2	8.5	-6.9	-12.2	-1.8	-2.7	-15.9	6.5	-6.7
47	COc1ccc(C(=O)O/N=C2\CCCc3nonc32)cc1	-3.2	17.8	1.5	8.0	3.2	-2.3	-4.0	-6.0	0.1
48	Cc1cc(=O)[nH]c(N/N=C/c2c(C)nn(-c3ccc(F)cc3)c2Cl)n1	2.8	21.4	-1.6	-5.7	-0.2	-1.1	0.2	50.8	6.7
49	CN(C)c1ncnc2c1NC1=C(S2)C(=NCCCC(=O)O)CC(C)(C)C1	3.1	7.1	-1.3	-24.1	21.7	-1.7	8.7	39.9	4.4
50	Cc1ccc(-c2nc(C(F)(F)F)cc(=O)[nH]2)cc1	-3.0	22.2	-0.7	2.5	11.9	0.6	-19.4	12.9	-3.5
51	Cc1nc2cc(N)ccc2n1-c1ccccc1	-2.8	-8.6	2.4	-1.0	-1.5	-1.1	-11.4	-0.1	-2.7
52	COc1cc2c(cc1OC)CN(C(=O)CCNC(=O)c1ccccc1Cl)CC2	-0.5	-9.1	1.1	-2.3	0.2	-2.0	-2.3	3.2	4.2
53	CCCCNC(=O)c1ccccc1NC(=O)CCSc1ccccc1	0.3	-46.2	-2.1	1.8	1.4	-1.6	-4.8	15.4	-5.0
54	COc1ccccc1CNC(=O)C1CCCN(S(=O)(=O)c2cccc3nonc23)C1 (stereo not given)	-3.4	5.1	-0.2	-9.9	3.3	-2.5	-12.2	0.4	20.3
55	O=C(c1ccc2c3c(cccc13)CC2)C1CCCN(Cc2ccccn2)C1 (stereo not given)	0.2	-101.9	7.6	27.5	-13.2	-2.4	2.6	8.1	1.2
56	N#Cc1ccc(CN2CCN(C(=O)C3CC(=O)N(c4ccccc4F)C3)CC2)cc1 (stereo not given)	-5.7	3.0	-1.8	1.9	0.6	-2.8	6.3	0.5	3.0
57	COc1ccc(C)cc1NC(=O)C1CCCN1C(=O)OCc1ccccc1 (stereo not given)	-7.0	26.1	-1.4	11.4	1.9	1.7	-4.4	8.5	-1.3
58	CCOC(=O)c1sc(=NC(=O)COc2ccccc2)n(C)c1C	1.0	9.6	0.2	0.8	0.7	-1.9	12.6	-3.8	4.8
